# Screening data (PubChem)
# TrxR1 substrate: qHTS Assay for Substrates of Mammalian Selenoprotein Thioredoxin Reductase 1 (TrxR1): qHTS. 390,000 compounds, 0.01% hits. Thioredoxin reductase 1, cytoplasmic (Rattus norvegicus), O89049. purified TrxR1 substrate turnover, NADPH consumption readout. Potency, µM (top dose mostly 114 µM), without a hit: at the highest dose activity change, negative = substrate turnover; note: % is set by controls: 0 for no effect and ±100 for the full control effect; nearly all actives have a fitted effect of over 50% in size
# Target sequence (O89049 whole entry, looked up): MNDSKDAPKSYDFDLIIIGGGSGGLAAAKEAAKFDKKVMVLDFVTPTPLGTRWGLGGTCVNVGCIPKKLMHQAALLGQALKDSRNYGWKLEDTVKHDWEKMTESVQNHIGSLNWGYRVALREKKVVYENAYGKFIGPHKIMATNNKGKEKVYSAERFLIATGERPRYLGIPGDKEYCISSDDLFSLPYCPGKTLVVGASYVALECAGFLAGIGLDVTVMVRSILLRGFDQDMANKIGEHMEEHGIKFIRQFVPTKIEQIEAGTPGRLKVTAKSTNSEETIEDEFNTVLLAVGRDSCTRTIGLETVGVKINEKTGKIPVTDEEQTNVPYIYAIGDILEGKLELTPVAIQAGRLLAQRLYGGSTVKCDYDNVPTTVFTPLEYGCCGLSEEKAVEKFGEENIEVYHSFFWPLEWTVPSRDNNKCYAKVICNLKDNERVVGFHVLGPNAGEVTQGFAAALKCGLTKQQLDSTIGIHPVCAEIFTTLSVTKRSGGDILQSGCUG
#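 Rat TrxR1, dispensed at 90 nM, was prereduced with 400 uM NADPH (final) for 5 min at ~22 deg C, then incubated with compound 15 min before 400 uM selenite. A first-read NADPH fluorescence drop versus no-compound background flagged substrates.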
# RXFP1 ag: qHTS Assay for Agonists of the Relaxin Receptor RXFP1 | Relaxin receptor 1 (Homo sapiens), Q9HBX9 | HEK293T-RXFP1 cAMP TR-FRET, 30 min; response scale: percent of porcine relaxin response, buffer zero | Potency, µM (doses to about 57.5 µM), for inactives: at the top dose activation, hits mostly activators | 370,000 compounds, 0.3% hits; note: % is set by controls: 0 for no effect and ±100 for the full control effect; nearly all actives have a fitted effect of over 60% in size; many of its hits are not listed in these tables
#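 cAMP rise read by TR-FRET after 30 min, 37C compound exposure (up to 58 uM) in RXFP1-transfected HEK293 cells with Ro 20174 present. EC50 from Hill-equation fits, with 29 nM porcine relaxin as 100% and buffer as basal.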
# USP1 inh: Inhibitors of USP1/UAF1: Primary Screen | Ubiquitin carboxyl-terminal hydrolase 1 (Homo sapiens), O94782 | recombinant USP1/UAF1, Ub-Rhodamine cleavage fluorescence | Potency, µM (series often up to 57.1 µM), for the others: at the highest dose activity change, negative = inhibition, hits mostly inhibitors | 390,000 compounds, 0.23% hits | AID 743255, 2014; note: % is set by controls: 0 for no effect and ±100 for the full control effect; nearly all actives have a fitted effect of over 60% in size; inactives centre near -12
#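 Step one: compound is pinned into 1nM USP1/UAF1 in HEPES pH 7.8 buffer with TCEP. Step two: 15 min room-temperature incubation. Step three: Ub-Rho (150nM final) starts cleavage, tracked by fluorescence over six one-minute reads.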
# ALOX12 inh: Primary qHTS assay for inhibitors of human arachidonate 12S-lipoxygenase (ALOX12): Round 2 | purified 12hLO, xylenol orange hydroperoxide absorbance | Potency, µM (doses to about 108 µM), for inactives: top-dose activity change, negative = inhibition, hits mostly inhibitors | AID 1671190, 2021 | 580,000 compounds, 1.1% hits; note: % is set by controls: 0 for no effect and ±100 for the full control effect
#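 Hydroperoxide product was detected by ferrous iron/xylenol orange as the 573 to 405 nm absorbance ratio. Arachidonic acid at 40 uM (final) was turned over for 30 min at room temperature by 150 nM human 12hLO, pH 7.0 Hepes buffer, after 15 min compound preincubation.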
# Vif-A3F inh: qHTS for Inhibitors of Vif-A3F Interactions: qHTS; HeLa A3F-eYFP + Vif (tagged APOBEC3F with the HIV-1 protein that degrades it), YFP fluorescence increase; Potency, µM (doses to about 46.1 µM), for inactives: at the top dose activity, negative = active; 390,000 compounds, 0.2% hits; note: % of control where 0% means no effect; nearly all actives have a fitted effect of over 65% in size
#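 Fluorescence increase (Ex 488/Em 500-530) after overnight compound treatment at 37 deg C flags inhibition of Vif-driven A3F-eYFP loss in stable HeLa A3F-eYFP/Vif cells seeded overnight beforehand.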
# Vif-A3G inh: qHTS for Inhibitors of Vif-A3G Interactions: qHTS; HeLa A3G-eYFP + Vif (tagged APOBEC3G with the HIV-1 protein that degrades it), YFP fluorescence, overnight; Potency, µM (series often up to 46.1 µM), without a hit: at the highest dose activity, negative = active, usual class: inhibitors; 410,000 compounds, 0.076% hits; DNA dC->dU-editing enzyme APOBEC-3G (Homo sapiens), Q9HC16;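 note: % is set by controls: 0 for no effect and ±100 for the full control effect; nearly all actives have a fitted effect of over 60% in size; hits raise eYFP signal because A3G escapes Vif-driven loss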
# Target sequence (Q9HC16 whole entry, looked up): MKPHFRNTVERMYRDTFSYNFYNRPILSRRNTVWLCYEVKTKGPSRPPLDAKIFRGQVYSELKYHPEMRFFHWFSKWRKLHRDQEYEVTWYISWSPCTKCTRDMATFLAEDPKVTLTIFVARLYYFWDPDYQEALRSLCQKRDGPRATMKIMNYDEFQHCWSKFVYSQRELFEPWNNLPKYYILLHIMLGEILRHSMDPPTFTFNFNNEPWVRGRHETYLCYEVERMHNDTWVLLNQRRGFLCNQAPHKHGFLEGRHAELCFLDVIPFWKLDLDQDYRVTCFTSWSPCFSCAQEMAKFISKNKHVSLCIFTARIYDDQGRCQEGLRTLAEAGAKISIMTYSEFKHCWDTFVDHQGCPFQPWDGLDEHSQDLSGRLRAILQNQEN
#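 Read-out is eYFP fluorescence (Ex 488/Em 500-530) from Vif-expressing HeLa A3G-eYFP cells; more signal means A3G escaped Vif-mediated degradation. Cells plated overnight, compound pinned in, incubated overnight at 37 deg C.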
# rTrxR1 inhibitor: qHTS Assay for Inhibitors of Mammalian Selenoprotein Thioredoxin Reductase 1 (TrxR1): qHTS; 390,000 compounds, 1% hits; Potency, µM (top dose mostly 114 µM), for inactives: at the top dose activity change, negative = inhibition, hits mostly inhibitors; recombinant rTrxR1, NADPH fluorescence consumption, selenite substrate; Thioredoxin reductase 1, cytoplasmic (Rattus norvegicus), O89049; AID 588453, 2011; note: % is set by controls: 0 for no effect and ±100 for the full control effect; nearly all actives have a fitted effect of over 65% in size
#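 Rat TrxR1 (90 nM in the dispensed reagent) was pre-reduced with 400 uM NADPH for 5 min at room temperature, then incubated with compound for 15 min. After 400 uM selenite was added, NADPH fluorescence (Ex 340/Em 450 nm) was followed for 8 min.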
# mIDH1 inhibitor: qHTS for Inhibitors of mutant isocitrate dehydrogenase 1 (IDH1): qHTS. Isocitrate dehydrogenase [NADP] cytoplasmic (Homo sapiens), O75874. IDH1-R132H enzyme, NADPH consumption, diaphorase/resazurin fluorescence. Potency, µM (top dose mostly 76.6 µM), for the others: at the top dose activity change, negative = inhibition, usual class: inhibitors. 390,000 compounds, 0.093% hits. AID 602179, 2012; note: % is set by controls: 0 for no effect and ±100 for the full control effect; nearly all actives have a fitted effect of over 65% in size
#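 IDH1-R132H (0.5 ug/mL dispensed) in pH 7.5 Tris buffer was preincubated 30 min with compound, then given a substrate mix of 0.016 mM NADPH and 2 mM alpha-KG for 80 min at room temperature; remaining NADPH was read by diaphorase/resazurin fluorescence.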
# RGS4 inh: Inhibitors of Regulator of G Protein Signaling (RGS) 4: qHTS; Transcreener GDP fluorescence polarization, RGS4-accelerated GTP hydrolysis; Potency, µM (series often up to 114 µM), for the others: top-dose activity change, negative = inhibition, usual class: inhibitors; 390,000 compounds, 0.039% hits; note: % is set by controls: 0 for no effect and ±100 for the full control effect; nearly all actives have a fitted effect of over 75% in size; some results filed as inactive show a strong effect at the top dose
# Target sequence (P49798 whole entry, looked up): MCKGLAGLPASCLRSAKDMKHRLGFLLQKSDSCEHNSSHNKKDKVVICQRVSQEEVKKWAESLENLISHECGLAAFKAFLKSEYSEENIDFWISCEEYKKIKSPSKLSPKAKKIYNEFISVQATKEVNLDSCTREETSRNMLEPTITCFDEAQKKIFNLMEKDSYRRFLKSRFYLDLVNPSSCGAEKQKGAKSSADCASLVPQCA
#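 MLSMR compounds (23 nl, pin-transferred) preincubated 10 min at room temperature with a 500nM (2x) first reagent, then RGS4 at 900nM (2x) plus Transcreener GDP mix added; fluorescence polarization (620/688 nm) read before and after 90 min at 30 °C.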
# Numbers without * were called inactive; u = inconclusive; x = not tested or not shown; & = joins results of further samples; [ ] = dose if it differs, or a comment. Calls come from the whole dose curve; as a rule, active = well fitted curve in the direction sought with a large enough effect; inconclusive = small, poorly fitted or top-dose-only effect, or another doubt; inactive = no such curve, though single readings can be large; an effect the other way counts as inactive or inconclusive. Potency is the fitted concentration of half-maximal effect. This is a subset; rates above refer to the full screens.
molecule | TrxR1 substrate | RXFP1 ag | USP1 inh | ALOX12 inh | Vif-A3F inh | Vif-A3G inh | rTrxR1 inhibitor | mIDH1 inhibitor | RGS4 inh
Cc1ccc2c(c1)-c1nc(-c3ccc4c(c3)NC(=O)CO4)cc(-c3ccc(F)cc3)c1CO2 | 14% | -0.1% | u | 0% | -1% | -3% | 19% | -6% | -4%
Cc1cc(Cl)ccc1NC(=O)/C=N/O | -8% | -2.6% | -20% | 3% | 10% | -4% | -3% | -2% | 18%
O=C(CCC(=O)N1CCOCC1)c1ccc(F)cc1 | 12%[57.1 µM] | 2.7% | u | -1% | 16% | 0% | 21%[57.1 µM] | 2% | -18%
COc1cc(OC)c2c(C)cc(=O)oc2c1C(CCN1CCN(c2ccccc2)CC1)c1ccc2c(c1)OCO2 (stereo not given) | 13%[57.1 µM] | -1.3% | -21% | 122%[activator] | -3% | 1% | 28%[57.1 µM] | -1% | -1%
O=C(NCCCN1CCCC1)Nc1ccccc1[N+](=O)[O-] | 7%[57.1 µM] | 3.8% | -5% | 14% | 1% | 0% | 14%[57.1 µM] | -5% | 4%
COc1ccc(-c2nn(-c3ccccc3)cc2C(=O)NC2CCCCC2C)cc1 (stereo not given) | -1%[57.1 µM] | 1.1% | -19% | -9% | u | -1% | -5%[57.1 µM] | 5% | 8%
Cc1cc(C)cc(NC(=O)N2CCC3(CC2)Oc2ccccc2C(=O)N3Cc2ccccc2F)c1 | 2% | -0.7% | -15% | 0% | x | x | 29% | x | 21%
CCOCCCn1c(-c2ccc(Cl)cc2)n[nH]c1=S | -5% | -2.5% | -16% | u | -11% | -5% | u | 7% | -9%
CC(C)(CN1CCC(Cc2ccccc2)CC1)NS(=O)(=O)c1ccccc1 | 5% | 1.7% | -19% | u | -4% | 5% | 25% | -8% | 4%
CS(=O)(=O)c1cccc(S(=O)(=O)N2CCN(c3ccccn3)CC2)c1 | -10% | 1.1% | 0% | 9% | 5% | 1% | -9% | -4% | 12%
FC(F)(F)c1cccc(-n2cc(-c3ccccc3)[nH]c2=S)c1 | 2%[57.1 µM] | 6.7% | -14% | u | 5% | 0% | 3%[57.1 µM] | 3% | -15%
Cc1ccc(NC(=O)Cn2cccc2)cc1C | 3% | 2.5% | -1% | 7% | -7% | 1% | 6% | -1% | -5%
O=C(CN1CCSCC1)N/N=C/c1ccccc1F | 6% | 0.1% | 2% | u | 1% | -1% | 15% | 1% | 38%
CC(C)[C@H](NC(=O)N1CCn2c1nc1ccccc12)C(=O)NCC1CCCO1 (stereo not given in full) | 0% | 0.6% | -13% | 0% | -9% | 2% | 12% | -12% | 9%
Cc1c[n+](CC(=O)c2ccccc2)c(C)cn1 | 3% | -2.5% | -15% | u | -2% | 1% | -2% | -2% | -20%
Cc1ccc(NC(=O)OCCNC(=O)OC(C)C)cc1 | 14%[57.1 µM] | 0.3% | -23% | 1% | -18% | -2% | 28%[57.1 µM] | 3% | 8%
COc1ccc(S(=O)(=O)N2CCSCC2)cc1 | -2% | 2.3% | 3% | -6% | 2% | -6% | 7% | 3% | 11%
CC(=O)Oc1cccc(C(=O)Nc2ccccc2NC(=O)c2cccc(OC(C)=O)c2)c1 | -8% | 1.4% | -4% | 0% | 0% | 3% | -5% | 1% | 16%
Cc1nc(NCc2ccc3c(c2)OCO3)c2nnn(Cc3ccccc3)c2n1 | 6%[57.1 µM] | 0.0% | -2% | -3% | -1% | 0% | 4% | -2% | 10%
Cc1ccc(S(=O)(=O)N2CCCCC2)cc1NC(=O)CSc1nnnn1C | 15% | 4.3% | -5% | 2% | -5% | 3% | 31% | 3% | 24%
O=[N+]([O-])c1ccc(CSc2nc3ccccc3[nH]2)cc1 | -6% | -0.7% | -19% | -30% | 0% | 0% | -7% | 4% | -14%
C=CCn1c(=O)[nH]c2cc(C(=O)N3CC=C(c4ccccc4)CC3)ccc2c1=O | 6% | 1.2% | -19% | 4% | -7% | -1% | 22% | 0% | -32%
O=C(NCCCCCc1nc2ccccc2[nH]1)c1ccccc1Cl | 5% | -0.6% | -12% | 87%[activator] | 2% | 1% | 16% | 4% | 22%
c1ccc(CCn2c(C3CC3)nc3ccccc32)cc1 | 7% | 3.0% | -10% | 9% | -14% | 1% | 18% | 3% | 8%
CC(C)(C)N(Cc1ccccc1)C(=O)COC(=O)c1ccc([N+](=O)[O-])o1 | -6% | -0.8% | -27% | -1% | -5% | -5% | u | 14% | -1%
O=S1(=O)C2CC3CCC2(CN1Cc1ccccc1)O3 (stereo not given) | -3% | x | x | x | x | 4% | 6% | x | -26%
CCC(CC)C(=O)Nc1ccc2nc(SCc3ccccc3)sc2c1 | -3% | 1.0% | -23% | -24% | -6% | 0% | -2% | -4% | 2%
Cc1cccc(-n2ncc3c(N4CCCc5ccccc54)ncnc32)c1 | 9% | 4.2% | -17% | 12% | -6% | -20% | 23% | -5% | -3%
CC(=O)C[C@@H](O)CC(=O)[C@H]1OC(=O)[C@@H](C)C/C=C\Cc2ccccc21 | 0% | x | -28% | -61% | 5% | 1% | -16% | 9% | -27%
COC(=O)c1ccc(C2C(C#N)=C(N)Oc3cc(O)ccc32)cc1 (stereo not given) | -3% | 0.0% | -17% | 25µM* | -11% | -12% | 18µM* | -4% | -6%
COc1ccc(CC(=O)NNC(=O)c2cc(C)[nH]n2)cc1 | -8% | 1.4% | 4% | 405%[activator] | 13% | 4% | -10% | 4% | 16%
Cc1ccc(CCN2CC(C(=O)NC3CCCCC3)CC2=O)cc1 (stereo not given) | 11% | 0.6% | -7% | -11% | -7% | -1% | 38% | 9% | -13%
COc1cccc(OC)c1C(=O)Nc1ccc2c(c1)CCCN2S(=O)(=O)c1ccc(C)cc1 | 3%&-2%[57.1 µM] | -0.7%&-0.9% | -13%&-17% | -9%&0% | 1%&4% | 3%&-1% | 21%&10%[57.1 µM] | -5%&22% | -45%[56.9 µM]
COc1ccc(CC(=O)NCCS(=O)(=O)N2CCN(c3ccccc3)CC2)cc1 | 4% | -0.3% | 1% | -18% | 4% | -3% | 13% | 2% | -18%
CC(=O)N1CCc2cc(S(=O)(=O)NC(Cc3ccccc3)C(=O)Nc3cc(C)ccn3)ccc21 (stereo not given) | 8% | -1.6% | -14% | 16% | -7% | 0% | 17% | 7% | -10%
Cc1ccc(C(C)NC(=S)NCc2ccc(F)cc2)cc1C (stereo not given) | -5% | -2.7% | -26% | u | 0% | 3% | 7% | -5% | -19%
O=C1CC(SCCO)C(=O)N1c1ccc(Oc2ccccc2)cc1 (stereo not given) | 4% | -0.7% | -12% | 0% | -1% | -5% | 15% | -2% | -4%
COC(=O)C(CCSC)NC(=O)C1CCN(c2ncnc3c2nc2n3CCCCC2)CC1 (stereo not given) | 3% | 15% | 9% | u | -11% | -6% | 10% | -8% | -11%
O=C1NC2(CCCCC2)N=C1c1ccccc1 | 9% | 1.4% | -4% | -7% | -2% | 0% | 7% | 0% | 7%
CN1CCc2c(sc3c2C(=O)NC(c2ccc(OC(=O)c4ccc(Cl)cc4)cc2)N3)C1 (stereo not given) | -13% | -0.1% | u | u | u | u | -16% | -6% | u
Cc1ccccc1-n1c(Cn2c(=O)sc3ccccc32)nnc1SCC(N)=O | -2% | -1.5% | -14% | 328%[activator] | 2% | 3% | 21% | -1% | 12%
Cc1ccc(CCNC(=O)CN(C)S(=O)(=O)c2ccc3c(c2)c(=O)n(C)c(=O)n3C)cc1 | 7% | 4.8% | -27% | 3%[57.4 µM] | 6% | 3% | 7% | 15% | -21%
CC(C)(C)c1ccc(C(=O)N(Cc2ccc(F)cc2)Cc2ccco2)cc1 | -8% | 0.9% | -12% | -8% | 2% | 0% | 26% | 0% | -25%
CCCCCCn1nc(C(=O)N(CCCC)c2c(N)n(CCC)c(=O)[nH]c2=O)c2ccccc2c1=O | 9%[57.1 µM] | x | -6% | 17%&-6% | u | -4% | 19%[57.1 µM] | 7% | -3%
COc1ccc(-n2c(C)nnc2SCc2nc(-c3ccc(OC)c(OC)c3)no2)cc1 | 0% | -1.0% | -26% | 0% | 8% | 1% | 5% | 17% | -2%
Cc1ccccc1OCC(=O)Nc1nc(C)c(C(=O)N(C)C)s1 | -9% | 4.9% | -17% | 11% | u | -7% | -12% | 2% | -19%

# Printed as active in rTrxR1 inhibitor, among the entries above:
canonical_smiles | TrxR1 substrate | RXFP1 ag | USP1 inh | ALOX12 inh | Vif-A3G inh | rTrxR1 inhibitor | mIDH1 inhibitor | RGS4 inh
COC(=O)c1ccc(C2C(C#N)=C(N)Oc3cc(O)ccc32)cc1 (stereo not given) | -3% | 0.0% | -17% | 25µM* | -12% | 18µM* | -4% | -6%
